Screening results: PubChem, Broad Institute
TcdB GH inh = TcdB glycohydrolase inhibitors, primary screen, biochemical, single point, plate reader; TcdB glycohydrolase enzymatic assay; inhibition, % at 9.99 µM; 350,000 compounds, 0.24% hits; in the data active = inhibition above about 10%
Target sequence (P18177 whole entry, looked up): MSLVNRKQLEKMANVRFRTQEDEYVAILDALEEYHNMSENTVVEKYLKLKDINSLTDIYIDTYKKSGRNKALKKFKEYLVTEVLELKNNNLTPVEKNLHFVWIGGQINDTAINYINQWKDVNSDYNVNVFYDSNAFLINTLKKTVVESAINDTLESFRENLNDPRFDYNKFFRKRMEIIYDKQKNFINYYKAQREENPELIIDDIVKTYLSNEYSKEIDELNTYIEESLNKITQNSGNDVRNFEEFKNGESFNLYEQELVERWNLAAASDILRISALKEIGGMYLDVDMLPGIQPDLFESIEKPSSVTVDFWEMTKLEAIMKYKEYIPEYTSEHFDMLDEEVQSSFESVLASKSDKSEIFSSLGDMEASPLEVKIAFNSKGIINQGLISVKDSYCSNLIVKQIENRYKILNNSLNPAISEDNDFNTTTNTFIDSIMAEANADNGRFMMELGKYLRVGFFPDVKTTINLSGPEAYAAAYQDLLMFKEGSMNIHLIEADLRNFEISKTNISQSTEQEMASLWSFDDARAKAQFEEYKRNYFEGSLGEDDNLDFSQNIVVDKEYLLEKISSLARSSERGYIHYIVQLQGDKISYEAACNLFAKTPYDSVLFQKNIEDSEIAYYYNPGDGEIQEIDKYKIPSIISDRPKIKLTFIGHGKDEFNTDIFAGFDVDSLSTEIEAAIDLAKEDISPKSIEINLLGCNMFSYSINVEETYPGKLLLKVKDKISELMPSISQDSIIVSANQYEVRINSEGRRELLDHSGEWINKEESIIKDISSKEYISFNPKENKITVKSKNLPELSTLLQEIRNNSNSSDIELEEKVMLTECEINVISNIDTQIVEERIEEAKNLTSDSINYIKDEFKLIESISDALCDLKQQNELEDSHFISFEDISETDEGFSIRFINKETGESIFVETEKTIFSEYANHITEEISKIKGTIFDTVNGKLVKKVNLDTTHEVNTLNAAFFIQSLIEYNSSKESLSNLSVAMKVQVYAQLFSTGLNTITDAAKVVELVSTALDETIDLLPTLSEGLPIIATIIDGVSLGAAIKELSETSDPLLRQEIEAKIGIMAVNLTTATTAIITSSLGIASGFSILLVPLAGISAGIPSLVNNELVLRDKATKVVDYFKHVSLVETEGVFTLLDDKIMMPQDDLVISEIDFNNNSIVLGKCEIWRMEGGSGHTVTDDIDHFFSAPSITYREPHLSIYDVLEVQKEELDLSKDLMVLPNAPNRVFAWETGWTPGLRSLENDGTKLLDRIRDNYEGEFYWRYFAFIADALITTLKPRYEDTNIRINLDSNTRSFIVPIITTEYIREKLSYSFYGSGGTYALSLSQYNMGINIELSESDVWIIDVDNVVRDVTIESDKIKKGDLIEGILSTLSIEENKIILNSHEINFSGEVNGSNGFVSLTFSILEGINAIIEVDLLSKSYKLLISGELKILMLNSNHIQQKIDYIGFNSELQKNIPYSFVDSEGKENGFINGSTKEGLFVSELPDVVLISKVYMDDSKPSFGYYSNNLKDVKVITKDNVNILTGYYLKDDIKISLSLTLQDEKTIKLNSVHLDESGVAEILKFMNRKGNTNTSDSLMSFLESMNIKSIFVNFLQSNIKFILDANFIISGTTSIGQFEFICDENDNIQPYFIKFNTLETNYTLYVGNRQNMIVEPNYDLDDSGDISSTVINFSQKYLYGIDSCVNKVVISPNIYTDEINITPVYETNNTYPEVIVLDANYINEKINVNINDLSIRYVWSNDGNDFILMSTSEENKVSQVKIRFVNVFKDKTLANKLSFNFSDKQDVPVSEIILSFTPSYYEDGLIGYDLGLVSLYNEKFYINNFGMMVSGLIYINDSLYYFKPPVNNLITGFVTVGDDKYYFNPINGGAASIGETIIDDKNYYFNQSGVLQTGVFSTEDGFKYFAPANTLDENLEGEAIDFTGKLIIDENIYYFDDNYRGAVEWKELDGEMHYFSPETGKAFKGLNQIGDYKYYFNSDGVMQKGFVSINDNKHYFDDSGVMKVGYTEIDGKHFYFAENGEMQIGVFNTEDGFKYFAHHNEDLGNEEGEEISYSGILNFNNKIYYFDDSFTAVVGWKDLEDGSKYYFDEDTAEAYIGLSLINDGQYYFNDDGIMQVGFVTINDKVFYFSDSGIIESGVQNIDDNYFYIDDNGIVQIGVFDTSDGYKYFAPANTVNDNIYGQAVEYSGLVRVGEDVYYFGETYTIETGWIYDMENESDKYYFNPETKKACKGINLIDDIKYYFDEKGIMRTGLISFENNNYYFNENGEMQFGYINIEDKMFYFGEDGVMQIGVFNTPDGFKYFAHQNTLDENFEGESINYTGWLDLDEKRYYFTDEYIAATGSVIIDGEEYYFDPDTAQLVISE
BioA inh = M. tuberculosis BioA enzyme inhibitors, primary screen, biochemical, plate reader, single point, HTS | 7,8-diaminopelargonic acid synthase BioA (Mycobacterium tuberculosis) | purified M. tuberculosis BioA enzyme | inhibition, % at 9.99 µM | 360,000 compounds, 0.096% hits | AID 602481, 2012; in the data active = inhibition above about 40%
Numbers without * were called inactive.

SMILES | TcdB GH inh | BioA inh
CN(C)C(=O)c1ccc(-c2ccc([C@H]3[C@@H](C#N)N(C(=O)C4CCC4)[C@H]3CO)cc2)cc1 | -1.5 | -2.9
C[C@@H]1CN([C@@H](C)CO)C(=O)c2cc(NS(=O)(=O)c3ccc(F)cc3)ccc2O[C@@H](C)CCCCO[C@@H]1CN(C)Cc1ccc2c(c1)OCO2 | 1.9 | 2.5
CC=Cc1ccc2n(c1=O)C[C@@H]1[C@@H](CO)[C@H](C(=O)NCC3CCCCC3)[C@H]2N1C(C)=O (mixture of isomers) | -9.4 | -2.0
CCC(=O)Nc1ccc2c(c1)C(=O)N(C)[C@H]1CC[C@@H](CC(=O)NCc3ccccc3Cl)O[C@H]1CO2 | -0.4 | -3.2
O=C(NCC1CC1)[C@H]1[C@H](CO)[C@H]2Cn3c(cccc3=O)[C@@H]1N2C(=O)c1ccc(F)cc1 | 0.3 | -1.4
C[C@@H]1CN([C@@H](C)CO)C(=O)c2cc(NC(=O)Nc3ccc(C(F)(F)F)cc3)ccc2O[C@@H](C)CCCCO[C@@H]1CN(C)S(=O)(=O)c1ccccc1 | 0.0 | 3.2
C[C@H](CO)N1C[C@H](C)[C@H](CN(C)S(=O)(=O)c2cccs2)OCCCC[C@H](C)Oc2ccc(NS(=O)(=O)c3cccs3)cc2C1=O | 0.1 | 0.8
C[C@@H]1CN([C@@H](C)CO)C(=O)c2cccc(NC(=O)C3CCOCC3)c2O[C@@H]1CN(C)Cc1ccccc1 | 0.7 | 0.1
C[C@@H]1CN([C@H](C)CO)C(=O)Cc2cc(NC(=O)Cc3ccccc3)ccc2O[C@@H]1CN(C)Cc1ccc(-c2ccccc2)cc1 | -2.4 | -1.1
COc1ccc(C#Cc2ccc([C@@H]3[C@H](CO)N4CCCCN(C(=O)Nc5ccccc5F)C[C@@H]34)cc2)cc1 | 0.8 | -2.4
CNC[C@@H]1Oc2ccc(NS(=O)(=O)c3cccs3)cc2CC(=O)N([C@@H](C)CO)C[C@@H]1C | -1.0 | 2.2
O=C([C@H]1[C@H](CO)[C@H]2Cn3c(ccc(C4=CCCC4)c3=O)[C@H]2N1CC1CC1)N1CCCCC1 | 1.0 | -0.1
CC(=O)N1CC[C@@H]2[C@@H](CO)N(C)c3ccc(-c4ccc(C#N)cc4)cc3[C@@H]21 | 1.6 | -1.5
N#C[C@H]1[C@H](c2ccccc2)[C@@H](CO)N1S(=O)(=O)c1ccc(-c2ccccc2)cc1 | -1.1 | -1.1
O=S(=O)(N[C@H]1CC[C@@H](CCn2cc(C3(O)CCCC3)nn2)O[C@H]1CO)c1ccccc1 | 0.7 | -5.8
CNC[C@@H]1OCc2cn(nn2)CCCC(=O)N([C@@H](C)CO)C[C@H]1C | -0.2 | -1.4
C[C@H](CO)N1C[C@H](C)[C@@H](CN(C)S(C)(=O)=O)Oc2ccc(NC(=O)Nc3ccc(C(F)(F)F)cc3)cc2CC1=O | -2.4 | 0.4
C[C@H]1CN([C@@H](C)CO)S(=O)(=O)c2ccc(C#CC3CCCC3)cc2O[C@@H]1CN(C)C(=O)Cc1ccncc1 | 0.5 | 0.9
C[C@@H]1CN([C@H](C)CO)C(=O)c2cc(C3=CCCCC3)cnc2O[C@@H]1CN(C)C(=O)c1ccc(F)cc1 | 1.1 | -2.7
O=C([C@H]1[C@H](CO)[C@H]2Cn3c(ccc(C4=CCCC4)c3=O)[C@H]2N1Cc1nccs1)N1CCOCC1 | -13.2 | 2.0
COCC(=O)N(C)C[C@H]1Oc2ncc(-c3ccccc3F)cc2C(=O)N([C@H](C)CO)C[C@@H]1C | 0.2 | -2.2
CCCNC(=O)COc1ccc(C=O)cc1 | -0.1 | -0.3
C[C@@H]1CN([C@H](C)CO)C(=O)CCCn2cc(nn2)CO[C@@H]1CN(C)Cc1ccc2c(c1)OCCN2C | -0.9 | 1.4
O=C(Nc1cc(F)ccc1F)N[C@@H]1CC[C@H](CCn2cc(C3CCCCC3)nn2)O[C@H]1CO | 0.1 | 3.7
C[C@@H]1CCCCO[C@@H](CN(C)C)[C@H](C)CN([C@H](C)CO)C(=O)c2cc(NS(C)(=O)=O)ccc2O1 | 0.1 | -2.4

Copied from above for reference:
SMILES | TcdB GH inh | BioA inh
O=S(=O)(N[C@H]1CC[C@@H](CCn2cc(C3(O)CCCC3)nn2)O[C@H]1CO)c1ccccc1 | 0.7 | -5.8
CNC[C@@H]1OCc2cn(nn2)CCCC(=O)N([C@@H](C)CO)C[C@H]1C | -0.2 | -1.4
C[C@H](CO)N1C[C@H](C)[C@@H](CN(C)S(C)(=O)=O)Oc2ccc(NC(=O)Nc3ccc(C(F)(F)F)cc3)cc2CC1=O | -2.4 | 0.4
C[C@H]1CN([C@@H](C)CO)S(=O)(=O)c2ccc(C#CC3CCCC3)cc2O[C@@H]1CN(C)C(=O)Cc1ccncc1 | 0.5 | 0.9
C[C@@H]1CN([C@H](C)CO)C(=O)c2cc(C3=CCCCC3)cnc2O[C@@H]1CN(C)C(=O)c1ccc(F)cc1 | 1.1 | -2.7
O=C([C@H]1[C@H](CO)[C@H]2Cn3c(ccc(C4=CCCC4)c3=O)[C@H]2N1Cc1nccs1)N1CCOCC1 | -13.2 | 2.0
COCC(=O)N(C)C[C@H]1Oc2ncc(-c3ccccc3F)cc2C(=O)N([C@H](C)CO)C[C@@H]1C | 0.2 | -2.2
CCCNC(=O)COc1ccc(C=O)cc1 | -0.1 | -0.3
C[C@@H]1CN([C@H](C)CO)C(=O)CCCn2cc(nn2)CO[C@@H]1CN(C)Cc1ccc2c(c1)OCCN2C | -0.9 | 1.4
O=C(Nc1cc(F)ccc1F)N[C@@H]1CC[C@H](CCn2cc(C3CCCCC3)nn2)O[C@H]1CO | 0.1 | 3.7
C[C@@H]1CCCCO[C@@H](CN(C)C)[C@H](C)CN([C@H](C)CO)C(=O)c2cc(NS(C)(=O)=O)ccc2O1 | 0.1 | -2.4

The results go on:
SMILES | TcdB GH inh | BioA inh
O=C(C[C@H]1CC[C@H](NC(=O)c2ccc(F)cc2)[C@H](CO)O1)NCCc1ccncc1 | -0.2 | 0.5
C[C@H](CO)N1C[C@H](C)[C@H](CN(C)Cc2cccnc2)Oc2cc(C#C[C@@H](C)O)ccc2S1(=O)=O | 0.0 | 4.7
O=C(Nc1ccccc1)N[C@H]1CC[C@@H](CCn2cc(C3(O)CCCC3)nn2)O[C@@H]1CO | -0.9 | 4.4
C[C@H]1CN([C@@H](C)CO)C(=O)Cc2cc(NC(=O)NC3CCCCC3)ccc2O[C@H]1CN(C)C | 0.0 | -2.2
CCC(=O)Nc1ccc2c(c1)OC[C@@H](C)N(C(=O)COC)C[C@H](C)[C@H](OC)CN(C)C2=O | 0.3 | 2.3
Cc1ccccc1-c1cnc2c(c1)C(=O)N([C@@H](C)CO)C[C@H](C)[C@@H](CN(C)CC1CCOCC1)O2 | -0.3 | -0.8
CCCC#Cc1ccc([C@@H]2[C@H]3CN(C(=O)Cc4ccccn4)CCCCN3[C@H]2CO)cc1 | 0.0 | -2.4
C[C@@H]1CN([C@H](C)CO)C(=O)c2cc(NC(=O)Nc3ccc(F)cc3)ccc2O[C@@H](C)CCCCO[C@H]1CN(C)Cc1ccc2c(c1)OCO2 | 1.3 | 0.3
CO[C@@H]1CN(C)C(=O)c2cc(NC(=O)C3CC3)ccc2OC[C@@H](C)NC[C@@H]1C | -4.4 | 1.0
Cc1noc(C)c1S(=O)(=O)Nc1ccc2c(c1)CC(=O)N([C@H](C)CO)C[C@@H](C)[C@H](CN(C)C(=O)Nc1cccc3ccccc13)O2 | 0.2 | 3.6
C[C@@H]1CN([C@H](C)CO)C(=O)c2cc(NC(=O)CCN3CCOCC3)ccc2O[C@H]1CN(C)Cc1ccc(C(F)(F)F)cc1 | 0.4 | -0.8
C[C@H](CO)N1C[C@H](C)[C@@H](CN(C)CC2CC2)OCCCC[C@H](C)Oc2ccc(NC(=O)c3ccccc3)cc2C1=O | -3.2 | 0.8
N#C[C@H]1[C@H](c2ccccc2)[C@@H](CO)N1C(=O)C1CCCC1 | -1.1 | 0.9
C[C@@H]1CN([C@H](C)CO)C(=O)c2cc(NS(=O)(=O)c3cn(C)cn3)ccc2O[C@@H](C)CCCCO[C@@H]1CN(C)C(=O)Cc1ccccc1 | 0.5 | 1.0
C[C@H]1CN([C@@H](C)CO)C(=O)c2cc(C#CCc3ccccc3)cnc2O[C@@H]1CN(C)Cc1cccnc1 | 0.7 | 2.8
Cc1noc(C)c1NC(=O)Nc1ccc2c(c1)C(=O)N([C@@H](C)CO)C[C@@H](C)[C@@H](CN(C)S(=O)(=O)c1c(C)noc1C)OCCCC[C@@H](C)O2 | 1.9 | 0.2
C[C@@H]1CN([C@H](C)CO)C(=O)c2cc(/C=C/c3ccccc3)cnc2O[C@@H]1CN(C)C(=O)C1CCCCC1 | 0.5 | 1.8
C[C@@H]1CCCCO[C@H](CN(C)S(=O)(=O)c2ccc(Cl)cc2)[C@@H](C)CN([C@H](C)CO)C(=O)c2cc(NC(=O)c3ccncc3)ccc2O1 | 0.6 | -1.4
COCC(=O)Nc1ccc2c(c1)[C@@H]1C[C@@H](CC(=O)N[C@H](C)c3ccccc3)O[C@@H](CO)[C@@H]1O2 | 0.5 | -1.1
O=C(C[C@@H]1C[C@H]2c3cc(NS(=O)(=O)c4ccc(F)cc4)ccc3O[C@H]2[C@H](CO)O1)NCc1ccccc1F | 1.8 | -0.1
C[C@@H]1CN([C@H](C)CO)C(=O)c2cc(/C=C/c3ccccc3)cnc2O[C@H]1CN(C)S(C)(=O)=O | -1.0 | 15.4
CO[C@@H]1CN(C)C(=O)c2cc(NC(=O)C3CCC3)ccc2OC[C@H](C)N(C(=O)CN(C)C)C[C@@H]1C | -2.1 | -3.2
O=C(Cc1ccccn1)N[C@@H]1CC[C@H](CCn2cc(-c3cccnc3)nn2)O[C@@H]1CO | -0.4 | 7.7
CN(C)C(=O)[C@@H]1[C@@H](CO)[C@@H]2Cn3c(ccc(C4=CCCC4)c3=O)[C@@H]2N1C(=O)c1ccccc1F | -0.7 | -0.9
C[C@H]1CN([C@@H](C)CO)C(=O)c2cccc(NC(=O)Nc3ccc4c(c3)OCO4)c2O[C@@H]1CN(C)C(=O)Nc1cccc2ccccc12 | -1.0 | -0.9

Continued.
SMILES | TcdB GH inh | BioA inh
O=C(C[C@H]1C=C[C@H](NS(=O)(=O)c2cccc(F)c2)[C@H](CO)O1)N1CCCCC1 | -0.4 | -0.6
C[C@H]1CN([C@@H](C)CO)C(=O)c2cc(NS(=O)(=O)c3ccc(F)cc3)ccc2O[C@@H]1CN(C)Cc1ccc2c(c1)OCO2 | -1.0 | -0.9
CCC(=O)Nc1ccc2c(c1)C(=O)N(C)[C@H]1CC[C@H](CC(=O)NCCc3ccccc3)O[C@H]1CO2 | -1.2 | -1.0
CC(C)NC(=O)N1C[C@H]2[C@@H](c3ccccc31)[C@H](CO)N2C(=O)c1ccccc1F | 0.2 | 1.3
COc1ccccc1CNC(=O)C[C@H]1C[C@H]2c3cc(NC(=O)c4cccnc4)ccc3O[C@H]2[C@@H](CO)O1 | -0.3 | 0.8
Cc1noc(C)c1NC(=O)N(C)C[C@H]1Oc2ccc(NC(=O)c3ccncc3)cc2C(=O)N([C@@H](C)CO)C[C@H]1C | -0.9 | 1.1
O=C(C[C@@H]1C[C@H]2c3cc(NC(=O)c4ccc5c(c4)OCO5)ccc3O[C@H]2[C@H](CO)O1)NC1CCCC1 | 1.4 | 7.6
C[C@@H]1CN([C@H](C)CO)S(=O)(=O)c2ccc(C3=CCCCC3)cc2O[C@@H]1CN(C)C(=O)Cc1cccnc1 | -0.9 | 0.9
CN1C(=O)c2cc(NC(=O)C3CCOCC3)ccc2OC[C@H]2O[C@H](CC(=O)NCC3CCCCC3)CC[C@H]21 | -0.9 | 3.9
Cc1nn(C)cc1NC(=O)C[C@@H]1CC[C@H]2[C@H](COc3ccc(NC(=O)c4cccc(F)c4)cc3C(=O)N2C)O1 | -0.7 | 4.7
CC(C)C#Cc1ccc([C@H]2[C@@H](CO)N3CCCCN(C(=O)c4ccc(F)cc4)C[C@H]23)cc1 | 1.6 | 1.0
COC(=O)C[C@H]1CC[C@H]2[C@@H](COc3ccc(NC(=O)Nc4ccccc4C)cc3C(=O)N2C)O1 | 1.6 | 0.3
CCCN(C)C[C@H]1Oc2cc(-c3ccc(F)cc3)ccc2S(=O)(=O)N([C@H](C)CO)C[C@H]1C | -0.6 | -2.0
COc1ccc(NC(=O)Nc2ccc3c(c2)C(=O)N([C@H](C)CO)C[C@@H](C)[C@@H](CN(C)C(=O)Cc2ccccc2)OCCCC[C@H](C)O3)cc1 | 0.6 | 0.5
C[C@H](CO)N1C[C@H](C)[C@@H](CN(C)C)Oc2ncc(C#CC3CC3)cc2C1=O | 0.9 | -1.9
CCCNC(=O)N[C@@H]1CC[C@@H](CCn2cc(C3CCCC3)nn2)O[C@H]1CO | -0.3 | 5.2
C[C@H]1CN([C@@H](C)CO)C(=O)c2ccccc2-c2ccccc2CO[C@H]1CN(C)C(=O)Nc1cccc(F)c1 | -0.7 | 3.0
CCCNC(=O)N(C)C[C@@H]1Oc2ncc(/C=C/c3ccccc3)cc2C(=O)N([C@@H](C)CO)C[C@H]1C | 0.1 | 1.2
C[C@@H]1CN([C@@H](C)CO)C(=O)Cc2cc(NC(=O)Nc3ccccc3)ccc2O[C@@H]1CN(C)C(=O)Nc1ccc(F)cc1 | 0.5 | 5.1
N#C[C@H]1[C@@H](c2ccccc2)[C@@H](CO)N1S(=O)(=O)c1ccc(F)cc1 | -6.7 | -3.6
CCCC#Cc1ccc2c(c1)O[C@H](CN(C)CC1CCOCC1)[C@@H](C)CN([C@@H](C)CO)S2(=O)=O | 2.1 | 0.3
O=C(C[C@H]1CC[C@H]2[C@@H](COC[C@H](O)CN2C(=O)c2cnccn2)O1)NCc1ccc(Oc2ccccc2)cc1 | -0.1 | 0.4
O=C(C[C@H]1C=C[C@H](NC(=O)Cc2ccccn2)[C@H](CO)O1)NCCCN1CCOCC1 | -0.3 | -2.4

The list is partial. The share of hits here may be higher or lower than overall.
